# STAT1 act: STAT1 signaling activators, primary screen, cell-based, HTS, luciferase reporter; NIH 3T3 STAT1-luciferase reporter, IFN-gamma, luminescence; 100% = IFN-gamma alone, no compound; activation (% of control), % at 5.5 µM; 200,000 compounds, 2.6% hits; AID 932, 2007;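 active means activation above the screen-wide mean activation plus 3 SD, cut at about 130% in these data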;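 further: raw ratio to IFN-gamma control signal so 100% means no change and 0% no light; values of inactives mirror those of a sister screen read the other way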
# RAM inhibit: inhibitors of the yeast RAM network, primary screen, dse1pr::URA3 reporter, 5-FOA selection. S. cerevisiae dse1pr::URA3 reporter, 5-FOA growth OD615, 2 d; analog-sensitive cbk1-as2 kinase mutant strain. inhibition, % at 50 µM. 190,000 compounds, 1.8% hits;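 active means inhibition above a set limit, 3 SD over mean compound inhibition, cut at about 8.4% in these data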;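 further: 0% = DMSO-only wells with no growth and 100% = 10 µM 1-NA-PP1 full growth; inhibition rescues growth on 5-FOA so higher OD means more RAM inhibition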
# APP transl inh: inhibitors of APP translation via 5'UTR reporter, primary screen, APP 5'UTR luciferase, SH-SY5Y cells | SH-SY5Y APP 5'UTR-luciferase reporter, luminescence | inhibition, % at 2 µM | 190,000 compounds, 0.82% hits;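 active means inhibition above a set limit, derived from the sample mean plus 3 SD, cut at about 45% in these data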; further: values of inactives mirror those of a sister screen read the other way
# NF-kB expr up: activators of NF-kB expression in neurons, primary screen, cell-based, HTS | 190,000 compounds, 1.6% hits | AID 1239, 2008 | fold change at 12.5 µM | human neuronal cells, NF-kB reporter expression; active compounds read high; in the data active means fold change above about 3.3
# STAT3 act: IL-6 driven STAT3 reporter potentiators, primary screen, U3A cells, luciferase, luminescence, MLSCN library | IL-6 STAT3-luciferase reporter; 100% = signal with IL-6 EC80 alone | 190,000 compounds, 0.91% hits | activation (% of control), % at 5.6 µM;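 active means activation above the screen-wide mean of compound activation plus 3 SD, cut at about 130% in these data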;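 further: 0% = background luminescence of wells with medium and substrate only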
#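 Test system: Human STAT1-deficient U3A cells with stable STAT3-luciferase reporter | Also added: Interleukin-6, 33 ng/mL | Timing: Compound pre-incubation 1 h before IL-6, then 6 h stimulation at 37 °C | Technique: Luciferase reporter luminescence | Read-out: Percent of IL-6-only median luminescence | Benchmarks: IL-6-only wells as 100% reference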
# APP 5'UTR act: activators of APP 5'UTR luciferase reporter, primary screen, SH-SY5Y cells; SH-SY5Y APP 5'UTR luciferase reporter, luminescence; zero percent = DMSO vehicle wells; activation, % at 2 µM; 190,000 compounds, 1% hits; AID 1276, 2008;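 active means activation above a set limit, based on mean plus 3 SD of controls, cut at about 140% in these data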; further: values of inactives mirror those of a sister screen read the other way
# STAT1 blocker: STAT1 signaling inhibitors, primary screen, cell-based, HTS, luciferase reporter; NIH 3T3 STAT1-luciferase reporter, IFN-gamma, luminescence; inhibition, % at 5.5 µM; 200,000 compounds, 0.35% hits;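 active means inhibition above a set limit, the mean inhibition across all tested compounds plus 3 SD, cut at about 34% in these data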;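 further: 0% = IFN-gamma with DMSO and 100% = IFN-gamma with 300 µM nifuroxazide; values of inactives mirror those of a sister screen read the other way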
# FLuc inhib CS: firefly luciferase enzyme inhibitors, primary screen, artefact control for luciferase-based inhibitor screens, biochemical, luminescence, ATPLite; 200,000 compounds, 1.5% hits; 10 min; inhibition, % at 10 µM;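 active means inhibition above about 50% when tested at 10 µM, limit read from the data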
# Target sequence (P08659 whole entry, looked up): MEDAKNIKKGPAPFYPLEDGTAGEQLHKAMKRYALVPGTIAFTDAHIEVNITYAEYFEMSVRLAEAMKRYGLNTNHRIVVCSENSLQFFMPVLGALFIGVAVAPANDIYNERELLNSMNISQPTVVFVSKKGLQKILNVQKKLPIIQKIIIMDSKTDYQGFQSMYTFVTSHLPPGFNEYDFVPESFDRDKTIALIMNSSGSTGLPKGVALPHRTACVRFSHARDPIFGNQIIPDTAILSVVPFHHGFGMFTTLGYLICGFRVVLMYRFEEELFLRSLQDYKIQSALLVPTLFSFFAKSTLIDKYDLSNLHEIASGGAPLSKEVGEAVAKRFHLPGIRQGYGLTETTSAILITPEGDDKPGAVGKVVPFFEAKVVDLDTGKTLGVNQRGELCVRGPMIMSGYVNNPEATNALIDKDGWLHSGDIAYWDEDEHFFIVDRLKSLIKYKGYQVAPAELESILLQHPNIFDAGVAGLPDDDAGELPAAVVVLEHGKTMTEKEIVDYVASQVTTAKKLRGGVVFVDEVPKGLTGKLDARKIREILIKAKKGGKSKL
# Hsp70 act: Hsp70 transcriptional activators, primary screen, cell-based, HeLa, Hsp70 promoter luciferase, luminescence, 10 µM. HeLa Hsp70 promoter luciferase reporter; scaled: vehicle 0, proteasome-inhibitor control 100%. activation, % at 10 µM. 200,000 compounds, 0.04% hits;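 active means activation above the mean across all tested compounds plus 3 SD, cutoff set per campaign, cut at about 5.5% in these data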;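 further: 100% = MG132 at 30 µM as the positive control and 0% = DMSO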
# STAT3 inh: IL-6 driven STAT3 reporter inhibitors, primary screen, U3A cells, luciferase, luminescence, MLSCN library | IL-6 STAT3-luciferase reporter; host cell line lacks STAT1 | inhibition, % at 5.5 µM | 190,000 compounds, 0.89% hits | AID 862, 2007;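 active means inhibition above the mean inhibition across all screened compounds plus 3 SD, cut at about 44% in these data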;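 further: 0% = DMSO only wells and 100% = 100 µM nifuroxazide control wells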
# * hit, by the source's call; . = no result given.
SMILES,STAT1 act,RAM inhibit,APP transl inh,NF-kB expr up,STAT3 act,APP 5'UTR act,STAT1 blocker,FLuc inhib CS,Hsp70 act,STAT3 inh
CNS(=O)(=O)c1ccc(NC(=O)C2c3ccccc3Oc3ccccc32)cc1,101,2.8,-17,1,97,17,-1,-6,0.3,6
CC1CCN(C(=O)Oc2ccccc2)CC1,110,0.6,-12,1.1,102,12,-13,4,-0.2,4
O=C(O)c1ccc(NC(=O)c2cn(-c3ccccc3)nc2-c2ccccc2)cc1,146*,8.2,-13,0.97,118,13,-52,26,0.3,-12
CCC(C)c1ccc(Nc2ncccc2C#N)cc1 (configuration not stated),113,0.4,-56,2.1,118,56,-15,6,0.3,-18
CCCCCCCCCSc1n[nH]c(N)n1,103,-1.1,3,1.3,106,-3,-3,-6,-0.5,1
COc1ccc(Nc2nnc(SCc3cc([N+](=O)[O-])cc4c3OCOC4)s2)cc1,97,3.1,-12,1.1,89,12,4,0,-0.2,18
COC(=O)C1=C(C)N(C)C(=O)/C1=C\c1cccs1,96,-0.2,2,1.2,101,-2,3,-6,0.1,1
O=C1c2ccccc2C(=O)N1c1ccccc1S(=O)C(F)(F)F (configuration not stated),96,0.5,5,0.91,99,-5,5,-7,-0.3,3
Cc1nc2sc(C(c3ccco3)N3CCN(c4ccc(F)cc4)CC3)c(O)n2n1 (configuration not stated),96,2.2,-15,0.95,.,15,3,6,0.0,.
C=CCN1C(=O)C(CC(=O)Nc2ccc(OC)cc2)N(Cc2ccco2)C1=S (configuration not stated),95,0.7,-1,0.93,90,1,6,-3,-0.1,22
O=C(CC1C(=O)NCCN1Cc1c(F)cccc1Cl)NCCc1ccccn1 (configuration not stated),102,0.9,8,1.1,104,-8,-4,5,0.1,-4
O=C(c1cnccn1)N(Cc1cccs1)C1(C(=O)NC2CCCC2)CCCCC1,106,1.6,-10,1.2,109,10,-7,-8,-0.3,-7

# An excerpt from the list above:
SMILES,STAT1 act,RAM inhibit,APP transl inh,NF-kB expr up,STAT3 act,APP 5'UTR act,STAT1 blocker,FLuc inhib CS,Hsp70 act,STAT3 inh
C=CCN1C(=O)C(CC(=O)Nc2ccc(OC)cc2)N(Cc2ccco2)C1=S (configuration not stated),95,0.7,-1,0.93,90,1,6,-3,-0.1,22
O=C(CC1C(=O)NCCN1Cc1c(F)cccc1Cl)NCCc1ccccn1 (configuration not stated),102,0.9,8,1.1,104,-8,-4,5,0.1,-4
O=C(c1cnccn1)N(Cc1cccs1)C1(C(=O)NC2CCCC2)CCCCC1,106,1.6,-10,1.2,109,10,-7,-8,-0.3,-7

# More compounds.
SMILES,STAT1 act,RAM inhibit,APP transl inh,NF-kB expr up,STAT3 act,APP 5'UTR act,STAT1 blocker,FLuc inhib CS,Hsp70 act,STAT3 inh
COC(=O)c1c(N2C(=O)CCC2=O)sc2c1CCCC2,103,0.2,3,1.1,102,-3,-4,-2,-0.3,2
O=C(O)CC(CNS(=O)(=O)c1ccccc1)c1ccccc1 (configuration not stated),97,-0.5,-26,1,110,26,4,-4,-0.3,-12
COC(=O)C1CSC(C(=O)OC)N1C(=O)Nc1ccccc1 (configuration not stated),98,0.9,10,1,97,-10,3,-5,-0.4,14
CCCn1c(=O)c2c(C(F)(F)F)cc(-c3ccco3)nc2n(CCC)c1=O,98,2.5,-9,1.1,103,9,2,-6,-0.2,-3
CC(=O)NCCn1c(SCc2ccc(C)cc2C)nc2ccccc2c1=O,102,0.6,.,0.9,87,.,1,-2,-0.2,16
CCCCNC(=S)Nc1ccc([N+](=O)[O-])cc1,82,1.5,12,0.98,91,-12,20,-3,-0.3,10
Cc1cc(C)nc(SCC(=O)Nc2cc(C)on2)n1,94,0.9,-4,0.91,98,4,7,0,-0.1,6
CCOC(=O)N1CCN(C(=O)c2cn(C)c3ccc(S(=O)(=O)N4CCCC4)cc3c2=O)CC1,97,0.5,14,1.1,99,-14,2,-11,-0.1,6
CNC(=O)c1csc(-c2ccc(Cl)cc2)n1,118,-0.9,-13,1.1,89,13,-24,10,0.1,18
CN(C)S(=O)(=O)c1cccc(C(=O)OCC(=O)N2c3ccccc3NC(=O)C2(C)C)c1,103,0.7,-6,0.76,96,6,-3,-10,-0.4,14
COc1ccccc1CNC(=O)CN1CCN(Cc2ccc(Cl)cc2)C1=O,108,.,2,.,99,-2,-9,.,-0.2,6
COc1ccc(CCNC(=O)Cc2cccs2)cc1,105,1.5,-4,0.87,102,4,-5,-6,-0.2,0
CCCN1CCN(C(=S)Nc2sc(CC)cc2C(=O)OC)CC1,102,2.8,-19,1.2,106,19,-3,-4,0.3,5
COc1cc(C)c(Cl)cc1S(=O)(=O)NCc1ccncc1,83,0.8,14,0.86,42,-14,21,2,-0.2,70*
CCC(c1nnnn1Cc1ccco1)N(Cc1cc2cc(OC)ccc2[nH]c1=O)C1CCCCC1 (configuration not stated),97,1.7,-3,1,99,3,4,-2,-0.2,6
NS(=O)(=O)c1cccc(NC(=O)/C=C/c2cccs2)c1,118,2.4,-38,.,99,38,-19,73*,0.1,7
CC(=O)c1cccc(NC(=O)NC2CCCc3ccccc32)c1 (configuration not stated),99,0.4,-12,0.9,104,12,0,-1,0.0,8
Brc1ccc(OCCCN2CCOCC2)cc1,104,2.0,11,1.9,96,-11,-4,-4,-0.4,10
Cc1cc(NC(=O)CSc2n[nH]c(N)n2)no1,101,1.0,-19,1,96,19,-1,-5,-0.3,7
Cc1ccc(OCc2ccc(C(=O)O)o2)c([N+](=O)[O-])c1,95,0.2,-14,1.2,101,15,6,9,-0.2,2
CCOc1ccc2nc(N3CCC(C(=O)Nc4nnc(CC)s4)CC3)sc2c1,134*,1.4,-33,1.7,105,33,-35,4,-0.1,-6
Cc1nc(Nc2ccc(S(N)(=O)=O)cc2)sc1C(=O)Nc1ccccc1,92,4.8,-10,0.81,79,10,8,-1,-0.2,29
O=c1[nH]c2ccc(S(=O)(=O)NCc3ccccc3)cc2[nH]1,100,0.8,-20,1.1,102,20,-1,-3,-0.1,2
CCCNC(=S)N1CCN(C(c2ccccc2)c2ccccc2)CC1,106,-1.2,1,0.59,109,-1,-7,-5,-0.4,-14
O=C(NCCc1ccccn1)c1n[nH]c(=O)c2ccccc12,99,-0.3,0,1.1,88,-1,1,-2,-0.1,16
CCC(C(=O)c1ccc2ncccc2c1)c1ccccc1 (configuration not stated),95,-0.1,-10,1.1,91,10,5,-4,-0.1,7
CC(C)CCNC(=O)C1CC(=O)N(C2CCCC2)C1 (configuration not stated),100,1.9,28,1.3,101,-28,-1,-7,-0.3,0
N#Cc1cc(Cl)c(N2CCOCC2)cc1C#N,100,4.5,2,0.94,101,-2,-1,0,-0.3,0
O=C(NC1CCCCC1)N1CCN(C(=O)c2ccco2)CC1,94,1.6,10,1.1,99,-10,7,-2,-0.3,7
Clc1ccc(-c2nnc3cccc(Cl)n23)c(Cl)c1,104,0.3,18,1,96,-18,-4,-2,-0.2,9
COC(=O)c1ccc(N=Cc2c(C(F)(F)F)[nH]n(C)c2=O)cc1,97,1.7,-20,1,102,20,3,-5,-0.1,0
C/C(=N\NC(=O)C1COc2ccccc2O1)c1cccs1 (configuration not stated),117,1.9,7,1,97,-7,-18,2,-0.1,7
CC(=O)c1ccc(N=Cc2c(O)n(-c3cc(Cl)ccc3N3CCOCC3)c(=O)c3ccccc23)cc1,104,8.6*,10,0.46,96,-10,-4,-4,-0.1,9
Cc1ccc(NC2=CC(=O)CC(C)(C)C2)cc1C,97,0.4,-3,1.1,105,3,3,-8,-0.3,0
c1cn(CCCNc2ncnc3sc4c(c23)CCC4)cn1,93,-0.7,-10,0.93,105,10,8,-3,-0.2,0
O=C(Nc1cccc(NC(=O)N2CCN(c3ccccc3)CC2)c1)N1CCN(c2ccccc2)CC1,92,0.5,0,0.47,87,0,8,-4,-0.5,17
O=C(Nc1cccc(Cl)c1N1CCOCC1)c1ccc2c(c1)OCCO2,93,1.5,-13,0.72,87,13,6,-1,-0.1,19
O=C(NNC(=S)Nc1ccc(F)cc1)c1ccccc1OC(F)F,97,-0.2,12,1.2,104,-13,3,-5,-0.1,1
COc1ccc(Cc2nnc(SCC(=O)NCC3CCCO3)o2)cc1 (configuration not stated),102,-0.1,-6,1.1,100,6,-2,-1,-0.5,2
COC(=O)Cc1csc(Nc2c(C)n(C)n(-c3ccccc3)c2=O)n1,92,1.1,9,1,104,-9,5,-7,-0.1,-2
C#CC(CO)N(CCN(Cc1ccccc1)C(C#C)CO)Cc1ccccc1 (configuration not stated),102,-0.3,4,1,106,-4,0,-6,-0.3,-6
COc1ccc(-c2nc3ccccc3[nH]2)cc1,86,0.9,-185,5*,50,185*,15,93*,-0.4,60*
Cc1ccc(C(=O)NC(=S)/C=C2\N(C)c3ccccc3C2(C)C)cc1,100,5.1,-5,0.63,95,5,-1,-6,-0.2,9
O=C1C2C3C=CC(C3)C2C(=O)N1CCc1ccccc1 (configuration not stated),104,0.1,-11,1.1,95,11,-4,-1,-0.3,11
CCOc1ccc(Nc2oc(-c3cccs3)nc2C#N)cc1,111,4.8,-24,1.2,90,24,-12,2,-0.3,14
CS(=O)(=O)N(CC(=O)Nc1ccc(S(=O)(=O)N2CCOCC2)cc1)c1ccccc1Cl,99,3.9,-19,1.1,100,19,-1,-4,-0.4,3
OC(COCC(F)(F)C(F)(F)C(F)(F)C(F)F)Cn1c2ccccc2c2ccccc21 (configuration not stated),106,7.1,-5,0.86,107,5,-7,-2,0.0,-12
CCOc1cc(C(=O)O)cc(Cl)c1OC,105,0.5,-3,1.1,108,3,0,-3,0.0,-6
O=C(CCc1ccccc1)Nc1ccccc1F,144*,-0.1,.,3.5*,102,.,-46,8,0.2,-2
COCC(C)n1c(C)cc(C(=O)CSc2nnc(N)s2)c1C (configuration not stated),103,3.5,-85,0.88,91,85,-4,14,-0.1,14
O=C1OC(c2ccc(Br)cc2)=N/C1=C\c1ccco1,101,2.5,6,1.1,91,-6,1,41,-0.1,15
O=C(NCc1ccncc1)c1cnccn1,101,-0.1,0,1.1,99,0,-1,-7,-0.2,7
C=CCNC(=O)CSc1nc2cc(C(=O)OCC)ccc2n1CC,101,-1.8,6,1.6,97,-6,-1,4,-0.2,8
Cn1c(CNc2nc(-c3ccccc3)cs2)nnc1SCC(=O)N1CCc2ccccc21,102,2.0,-23,0.78,94,23,-1,-8,-0.4,8
CCOC(=O)C1CCCCN1C(=O)CCc1c(C)nc2cc(-c3ccccc3)nn2c1C (configuration not stated),98,-0.3,52*,0.48,65,-52,3,-1,-0.4,49*
CCOc1nc(C)ccc1-c1noc(-c2ccncc2)n1,108,1.1,-24,1.3,102,24,-8,-2,-0.3,2

# Source: PubChem BioAssay (several laboratories)
